Compound activity: PubChem, National Center for Advancing Translational Sciences (NCATS)
PTHR1 agonist = PTHR1 (human) receptor agonism | HEK293 GP2 PTHR1 cells, GloSensor cAMP luminescence, 1 h | 410,000 tested, 0.075% active | Potency, µM (highest dose often 115 µM), for inactives: at the top dose activation, most hits filed as activators; further: potency means the concentration at half of the fitted maximal effect; nearly all actives have a fitted effect of over 55% in size; some results filed as inactive show a strong effect at the top dose; inactives centre near -15; many of its hits are not listed in these tables
Target sequence (Q03431 whole entry, looked up): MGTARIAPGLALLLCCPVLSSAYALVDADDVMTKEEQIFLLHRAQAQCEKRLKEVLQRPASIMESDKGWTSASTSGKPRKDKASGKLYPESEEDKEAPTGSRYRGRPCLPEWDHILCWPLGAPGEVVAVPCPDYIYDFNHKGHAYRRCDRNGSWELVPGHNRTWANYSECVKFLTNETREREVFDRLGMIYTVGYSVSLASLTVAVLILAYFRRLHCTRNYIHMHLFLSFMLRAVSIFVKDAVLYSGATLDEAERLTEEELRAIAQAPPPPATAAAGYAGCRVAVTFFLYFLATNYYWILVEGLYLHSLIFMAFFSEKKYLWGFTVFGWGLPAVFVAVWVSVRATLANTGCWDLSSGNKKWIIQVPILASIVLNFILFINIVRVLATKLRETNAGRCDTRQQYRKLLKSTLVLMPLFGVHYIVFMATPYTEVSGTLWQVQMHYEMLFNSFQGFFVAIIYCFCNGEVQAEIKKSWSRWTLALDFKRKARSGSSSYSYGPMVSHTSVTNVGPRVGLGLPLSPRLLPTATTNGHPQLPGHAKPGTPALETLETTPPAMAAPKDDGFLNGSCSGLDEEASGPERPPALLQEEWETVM
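HEK-293-derived GP2 cells expressing PTHR1 and a GloSensor cAMP reporter, 3,000/well, plated overnight, given luciferin plus IBMX (each 0.5 mM as added) for 1 h at 37 °C, then compound for 1 h at 37 °C. Luminescence was read after 15 min at room temperature.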
FUS yeast rescue = rescues growth of FUS-expressing yeast; S. cerevisiae FUS-expressing, growth rescue, OD600, 24 h; Potency, µM (top dose mostly 76.6 µM), without a hit: at the highest dose growth rescue (activation), most hits filed as activators; 390,000 tested, 0.24% active;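 further: potency means the concentration at half of the fitted maximal effect; plate controls were DMSO vehicle for no effect and reference control for full effect; nearly all actives have a fitted effect of over 55% in size; some results filed as inactive show a strong effect at the top dose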
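Absorbance at 600 nm, taken 24hr after compound addition, measured rescue of FUS-yeast growth at 30C. Induction used 2% galactose with seeding at OD 0.005. Controls: CP55940 from 92uM final, DMSO only.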
pAkt inh = inhibitors of Akt phosphorylation; AID 651550; activity change, % for hits at 50 µM; 360,000 tested, 0.32% active; Neuro2A IGF-stimulated pAkt S473 HTRF, 20 min; active compounds read low; in the data active means activity change below about -80%; inconclusive means mostly about -51% to -80%; further: on the % scale 0 is the no-effect control and ±100 the full control effect
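Neuro2A cells (4,500/well, DMEM with 0.5% FBS) were treated with compound at a single 50 µM final concentration, stimulated with 6 nM IGF for 20 min at 37 °C, and lysed. Phospho-Akt Ser473 was read by HTRF as 665/615 ratio ×10^4.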
Abeta yeast res = A-beta toxicity reversal in yeast; yeast expressing A-beta42, growth rescue, OD600, 48 h; response scale: 0% DMSO, 100% iron-clioquinol control; Potency, µM (titrated, usually from 46.1 µM), for inactives: at the highest dose growth rescue, usual class: activators; 410,000 tested, 0.063% active; AID 1347071; further: potency means the concentration at half of the fitted maximal effect; nearly all actives have a fitted effect of over 55% in size
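Growth rescue measured by 600 nm absorbance after 48 h yeast culture at 30 C with compound. Values normalized between DMSO and an equimolar ferric chloride plus clioquinol control.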
aSyn yeast inh = rescues yeast growth from alpha-synuclein toxicity | 370,000 tested, 0.14% active | AID 652106 | Yeast expressing alpha-synuclein, growth rescue, BacTiter-Glo, 24 h | Potency, µM (top dose mostly 46.1 µM), for the others: top-dose growth rescue (activation), hits mostly activators; further: potency means the concentration at half of the fitted maximal effect; % of control where 0% means no effect; nearly all actives have a fitted effect of over 65% in size
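Screening used galactose-induced yeast with toxic alpha-synuclein levels, exposed to compound for 24 hr at 30 deg C. Cell growth, read with BacTiter-Glo luminescence, gave the measured signal.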
MmCpn inh = inhibitors of Methanococcus maripaludis chaperonin (MmCpn); purified Mm-Cpn ATPase, ADP Transcreener TR-FRET; Potency, µM (doses to about 76.9 µM), for inactives: top-dose activity, negative = inhibition, hits mostly inhibitors; 330,000 tested, 0.031% active; further: potency means the concentration at half of the fitted maximal effect; on the % scale 0 is the no-effect control and ±100 the full control effect; nearly all actives have a fitted effect of over 80% in size
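ATPase read-out: TR-FRET ADP immunoassay (anti-ADP Eu cryptate vs ADP-d2), ex 320 nm, em 590/665 nm; signal drops as ADP forms. Enzyme 25 nM, ATP 10 uM, 30 min at 37°C after 10 min compound preincubation.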
TDP43 rescue = TDP-43 toxicity inhibition in yeast; TDP-43 expressing yeast growth rescue, BacTiter-Glo, 24 h; 410,000 tested, 1.8% active; Potency, µM (series often up to 46.1 µM), inactives show top-dose growth rescue (activation), actives largely listed as activators; AID 652104; further: potency means the concentration at half of the fitted maximal effect; % of control where 0% means no effect; nearly all actives have a fitted effect of over 50% in size
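Growth rescue of TDP-43-toxic yeast measured as ATP luminescence (BacTiter-Glo). Cells grown to mid-log in raffinose, induced in galactose at OD600=0.02, exposed to compound 24 hr at 30 deg C.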
GLP-1R inv ag = acts as inverse agonist at human GLP-1 receptor | Potency, µM (highest dose often 38.3 µM), for inactives: at the highest dose activity change, negative = inhibition, actives largely listed as inhibitors | HEK293 GLP-1R CRE-luciferase, luminescence, 24 h; GLP-1R form is constitutively active | P43220 | AID 624417 | 410,000 tested, 1.6% active; further: potency means the concentration at half of the fitted maximal effect; on the % scale 0 is the no-effect control and ±100 the full control effect; nearly all actives have a fitted effect of over 55% in size
Target sequence (P43220 whole entry, looked up): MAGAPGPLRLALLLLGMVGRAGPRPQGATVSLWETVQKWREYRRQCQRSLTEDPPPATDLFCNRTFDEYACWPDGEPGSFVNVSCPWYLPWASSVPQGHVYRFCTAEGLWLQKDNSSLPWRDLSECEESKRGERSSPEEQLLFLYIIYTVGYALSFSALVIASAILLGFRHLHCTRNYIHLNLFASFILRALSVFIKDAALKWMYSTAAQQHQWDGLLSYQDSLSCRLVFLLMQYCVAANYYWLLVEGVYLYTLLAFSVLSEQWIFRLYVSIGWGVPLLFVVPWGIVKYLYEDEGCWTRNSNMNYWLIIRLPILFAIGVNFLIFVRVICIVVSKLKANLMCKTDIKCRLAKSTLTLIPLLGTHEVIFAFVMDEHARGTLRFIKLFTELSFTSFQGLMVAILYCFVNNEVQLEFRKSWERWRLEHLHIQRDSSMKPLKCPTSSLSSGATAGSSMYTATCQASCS
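Readout was luciferase luminescence, measured 12 min after detection reagent at room temperature. Beforehand, GLP-1R reporter HEK293 cells had sat 12 h, then received compounds for 24 hr at 37 deg C.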
GLP1R cytotox = cytotoxic in the GLP-1 receptor inverse agonist counter-screen; HEK293 cAMP-luciferase reporter cells, luminescence, 24 h; Potency, µM (highest dose often 38.3 µM), for inactives: at the highest dose activity change, negative = inhibition, most hits filed as inhibitors; 410,000 tested, 0.13% active;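 further: loss of luciferase light is scored as toxicity; potency means the concentration at half of the fitted maximal effect; on the % scale 0 is the no-effect control and ±100 the full control effect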
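Quantitative HTS format, 1536 wells, 200 cells/uL seeded. Compounds: 23 nL, 24 h, 37 °C. Detection: luciferase reagent, luminescence at 12 min RT; decreased signal taken as cytotoxic.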
The depositor's hits bear a star; i = inactive; ? = inconclusive; . = no result given; [ ] = another dose, or the depositor's remark. Unless noted, the call rests on the fitted dose curve; in most records, active means well fitted curve in the direction sought with a large enough effect; inconclusive means small, poorly fitted or top-dose-only effect, or another doubt; inactive means no such curve, though single readings can be large; an effect the other way counts as inactive or inconclusive.

SMILES	PTHR1 agonist	FUS yeast rescue	pAkt inh	Abeta yeast res	aSyn yeast inh	MmCpn inh	TDP43 rescue	GLP-1R inv ag	GLP1R cytotox
COc1cccc(-n2c(Cc3cc(=O)[nH]c(=O)[nH]3)nnc2SCC(=O)N2CCC(C)CC2)c1	i	12%	i	7%	-2%	1%	8%	21%	4%
COc1ccc(S(=O)(=O)CC(=O)c2cc3cc(Br)ccc3oc2=O)cc1	-24%	?	i	.	?	0%	13%	?	-15%
Cc1ccc(S(=O)(=O)Nc2cnc3ccccc3c2)cc1	i	-36%	i	1%	-1%	3%	16%	26%	1%
CC(=NCc1cccc(Cl)c1)c1nc(-c2ccco2)oc1O	-22%	14%	i	6%	-2%	-1%	11µM*	?	-7%
CC1CCN(CCCNC(=O)c2coc3nc4ccccc4nc23)CC1	i	9%	i	6%	0%	-4%	4%	-4%	43%[activator]
O=C(N/N=C/c1cccc(OCc2ccccc2)c1)c1ccc(Br)o1	-18%	30%	i	23%	0%	-2%	11µM*	?	-4%
COc1ccc(C(C#N)N2CCC(c3ccccc3)=N2)cc1OC (stereo not given)	-2%	5%	i	1%	9%	-2%	5%	53%[activator]	-5%
CNc1c(NS(=O)(=O)c2ccc(C3CCCCC3)cc2)c(=O)oc2ccccc12	i	12%	i	-12%	-6%	3%	-14%	5%	2%
O=C(NNC(=S)NCc1ccco1)c1cccs1	i	-18%	i	3%	0%	-2%	9%	8%	-3%
Cc1c(Cl)cccc1NC(=O)Cn1c(CCC(=O)O)ccc1-c1cccs1	?	?	.	-8%	.	.	14%	?	-2%
Cc1ccc(NS(=O)(=O)c2cc(NC(=O)c3cc(=O)[nH]c(=O)[nH]3)ccc2Cl)c(C)c1	-32%	20%	i	-15%	-11%	1%	-16%	?	-7%
CCn1c(C)cc(C(=O)COC(=O)CNC(=O)c2ccco2)c1C	i	-15%	i	5%	-3%	.	5%	10%	1%
Cc1cc(C)cc(NC(=O)c2cc(C)nc3ccccc23)c1	-22%	0%	i	3%	2%	2%	9%	0%	-16%
O=C(CC1C(=O)NCCN1CCCc1ccccc1)NCCc1ccccc1Cl (stereo not given)	-10%	25%	i	0%	5%	-4%	6%	?	-10%
CC(C)OC(=O)CSc1nnc(SCc2cccc3ccccc23)s1	-2%[57.5 µM]	24%	i	17%	-12%	1%	19%	-1%	-3%

Just pAkt inh, TDP43 rescue and GLP-1R inv ag (two entries from above):
Compound | pAkt inh | TDP43 rescue | GLP-1R inv ag
O=C(NNC(=S)NCc1ccco1)c1cccs1 | i | 9% | 8%
Cc1ccc(S(=O)(=O)Nc2cnc3ccccc3c2)cc1 | i | 16% | 26%

Later entries:
SMILES	PTHR1 agonist	FUS yeast rescue	pAkt inh	Abeta yeast res	aSyn yeast inh	MmCpn inh	TDP43 rescue	GLP-1R inv ag	GLP1R cytotox
Cc1c(-c2ccccc2)c(=O)oc2ccc(OC(=O)N3CCOCC3)cc12	-3%	-4%	.	-9%	.	.	?	7%	-1%
COc1ccc(CCNC(=O)CCC(=O)N2CCN(S(=O)(=O)c3ccccc3)CC2)cc1OC	i	12%	i	5%	-5%	1%	-19%	0%	-3%
O=C1C2C3C=CC(CNS(=O)(=O)c4ccccc4[N+](=O)[O-])(O3)C2C(=O)N1c1ccccc1 (stereo not given)	-4%	9%	i	-88%[inhibitor]	-81%[inhibitor]	-2%	?	-14%	-27%
Cc1ccc(Cc2nc3ccccc3nc2SCC(=O)NCc2ccccc2Cl)cc1	-12%	-4%	.	8%	.	.	6%	3%	-7%
Cn1nnnc1SCCCNCc1cc(Cl)ccc1OCc1ccc(F)cc1	-12%	-11%	.	-8%	.	.	18%	?	-5%
COc1cccc(CNC(=O)c2cnc3sc(N4CCCC4)nn3c2=O)c1OC	-8%	2%	.	7%	.	.	20%	-1%	-9%
C[C@H](O)[C@@H]1CN2CCc3c([nH]c4ccccc34)[C@@H]2C[C@@H]1N(C)C(=O)Nc1ccc(Br)cc1	-17%	-8%	i	-10%	0%	.	?	?	-1%
Clc1cccc(N2CCN(Cc3nc(-c4ccccc4)no3)CC2)c1	-11%	12%	i	1%	5%	1%	15%	?	-8%
Cc1ccc(S(=O)(=O)N2CCN(C(=O)c3ccc4ccccc4n3)CC2)c(C)c1	-39%[inhibitor]	.	i	-22%	0%	0%	3%	-18%	2%
Cc1cc(C)cc(N(C(=O)Cc2cccs2)C(C(=O)NC2CCCC2)c2ccc(C)o2)c1 (stereo not given)	i	-20%	i	8%	6%	1%	-17%	2%	-15%
Cc1ccc(S(=O)(=O)c2nnn3c2nc(NC2CCN(Cc4ccccc4)CC2)c2ccccc23)cc1C	i	45%	.	-21%	-42%[inhibitor]	-4%	8%	-21%	-18%
Cc1ccc(N2C(=O)N(CC(=O)Nc3cc(F)ccc3C)C(=O)C2C)cc1 (stereo not given)	i	9%	i	17%	9%	0%	12%	?	-16%
Cc1cc(OCC(=O)NCCc2ccc(Cl)cc2)c2c(C)cc(=O)oc2c1	?	6%	i	-1%	-6%	-11%	-16%	7%	6%
Cc1ccc(S(=O)(=O)Nc2ccc(N3CCOCC3)cc2)cc1C	i	-15%	i	-18%	12%	0%	-4%	12%	0%
CC1CCCC(NC(=O)C2CCN(S(=O)(=O)N3CCOCC3)CC2)C1C (stereo not given)	-16%[57.5 µM]	10%	i	-6%	0%	-1%	-13%	0%	5%
Cn1cc(C=O)c2cc(S(=O)(=O)N3CCOCC3)ccc21	i	?	i	9%	4%	3%	19%	2%	7%
Cn1nc([N+](=O)[O-])nc1Oc1ccc(C(C)(C)C)cc1	-29%	.	i	?	8%	-2%	?	0%	-2%
Cc1nnc(SCC(=O)N2CCCc3ccccc32)[nH]c1=O	i	18%	i	-8%	0%	-1%	0%	-8%	-3%
CC(Oc1ccccc1)c1ccnn1S(=O)(=O)c1ccccc1 (stereo not given)	-3%[57.5 µM]	7%	i	11%	-6%	2%	14%	-12%	7%
Cc1cc(N2CCN(c3ccccn3)CC2)n2c(nc3ccccc32)c1C#N	i	3%	i	-9%	-2%	0%	-19%	32%[activator]	21%
COc1ccc(CNC(=O)C2CCN(c3nc(OC)nc(OC)n3)CC2)cc1	-7%	-5%	i	-13%	1%	0%	-24%	-1%	-7%
Cc1ccc(CN(C)c2nc(-c3cccnc3)nc3ccccc23)o1	-26%	?	i	0%	-2%	1%	-9%	-15%	-2%
CC1CCCCC1NC(=O)COC(=O)c1c2c(nc3ccccc13)/C(=C\c1ccco1)CC2 (stereo not given)	i	?	i	5%	7%	.	-5%	-19%	-32%
O=C1CCCCCN1C(=O)c1ccccc1	i	-6%	i	-1%	-1%	.	-16%	2%	-6%
Cc1ccccc1NC(=O)c1ccccc1NC(=O)c1ccccc1Cl	i	-8%	.	-3%	.	.	5%	?	3%
COc1ccc(Nc2nc3cc(-c4ccsc4)sc3c(=O)n2C)cc1OC	-19%	28µM*	i	-10%	16%	.	?	-18%	2%
Cc1sc2nc(CSCC(=O)Nc3c(F)cccc3F)[nH]c(=O)c2c1C	-44%[inhibitor]	9%	i	18%	-6%	1%	11%	6%	-5%
CCOC(=O)C1=C(C)N(CCCC(=O)NCc2ccc3c(c2)OCO3)C(=O)NC1c1ccc(Br)cc1 (stereo not given)	-10%	1%	i	-15%	-3%	1%	5%	6%	2%
Cc1ccccc1Nc1c(-c2c[nH]c3ccccc23)nc2ccccn12	-18%	11%	.	9%	.	.	18%	1%	8%
CCOC(=O)C1=C(C)N(CCCCCC(=O)O)C(=O)NC1c1ccc(Cl)cc1 (stereo not given)	i	5%	i	1%	16%	-1%	0%	3%	6%
CC(C)c1ccc(NC(=O)c2cc(S(=O)(=O)NCCc3ccccc3)ccc2F)cc1	-80%[inhibitor]	33%	.	13%	.	.	?	?	-25%
CCOc1ccccc1CNC(=O)C1CCCN(S(=O)(=O)c2ccc3c(ccn3C)c2)C1 (stereo not given)	-20%	0%	.	2%	.	.	0%	?	0%
CCn1ncc(C(=O)Nc2ccc([N+](=O)[O-])cc2OC)c1C	-17%	1%	i	-14%	0%	.	6%	11%	-17%
Cc1ccc(CNc2nnc(C)c3nnn(Cc4ccc(F)cc4)c23)cc1	i	-6%	.	-11%	.	.	14%	6%	1%
Cc1cc2c(cc1C)-n1nnnc1C(N1CCN(c3ncccc3C#N)CC1)C(=O)N2 (stereo not given)	-8%	28%	i	-3%	-3%	.	14%	18%	0%
On1c(-c2ccc(Cl)cc2)nc2ccccc21	-24%	18%	i	-54%[inhibitor]	-38%[inhibitor]	-3%	-16%	4%	19%
CCN(CC)CCn1c(-c2ccc(C)cc2)nc(=S)c2c1CC(C)(C)OC2	i	3%	i	-1%	5%	-5%	8%	-15%	-18%
CCCCCN1CC(=O)N2C(C)c3[nH]c4ccccc4c3C[C@H]2C1=O (stereo not given in full)	0%	-2%	i	1%	20%	-4%	1%	?	6%
CCN(Cc1ccccc1)C(=O)Cn1c(=O)n(CC(=O)NCc2ccco2)c(=O)c2sccc21	i	10%	.	-5%	.	-1%	-12%	2%	-7%
Nc1ccc(CSc2ccccc2)cc1	i	11%	i	14%	10%	.	2%	?	-7%
O=Cc1ccc(OCc2nnsc2Cl)cc1	-6%	-11%	i	1%	-2%	-26%	16%[9.22 µM]	0%[7.66 µM]	-6%[7.66 µM]

This is a subset; rates above refer to the full screens.
